BH1578 lux ind – quorum light induction in luxS cqsA deficient V. cholerae. V. cholerae BH1578 lux reporter, luminescence, 6 h. activation, % at 18.7 µM. 350,000 tested, 0.16% active. AID 588436; in the data active = activation mostly above about 9.7%, no sharp cut-off; note: not every result past the cut was called active; inactives centre near 0; reference of the scale not given here
CCHFV vOTU inh – blocks the CCHF virus ovarian tumor domain protease | 370,000 tested, 0.55% active | AID 651958 | inhibition, % at 11.5 µM | CCHFV vOTU protease, Pep-AMC fluorescence; in the data active = inhibition above about 30%; note: 0% = vehicle wells with enzyme and 100% = no enzyme wells
Y pestis TopoI – Y. pestis Topo-I inhibition via cleavage products; Y. pestis Topo-I cleavage product accumulation, plate reader; activity, % at 10 µM; 360,000 tested, 0.064% active; AID 504884; in the data active = activity above about 50%, passing the limit was not always enough; note: inactives centre near 2
MazF activator – MazEF (E. coli) toxin RNase activation. FAM/BHQ RNA-DNA oligo cleavage fluorescence, 5 h. activation, % at 20 µM. 350,000 tested, 0.32% active. AID 504720; in the data active = activation above about 50%
Target sequence (P0AE70 whole entry, looked up): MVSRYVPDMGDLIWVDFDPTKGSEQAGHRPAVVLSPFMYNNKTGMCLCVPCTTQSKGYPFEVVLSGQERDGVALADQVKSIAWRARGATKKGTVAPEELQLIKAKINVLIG
PrPC surface inh – inhibitors of human cell surface prion protein PrPC | P04156 | TR-FRET read-out | inhibition, % at 13.8 µM | 370,000 tested, 0.43% active | AID 720596; in the data active = inhibition above about 24%; note: 0% = median of the test wells and 100% = reference compound wells
SARS 3CLpro inh – SARS-CoV 3CLpro protease inhibition. P0C6X7. recombinant SARS-CoV 3CLpro, quenched FRET peptide cleavage. inhibition, % at 6 µM. 290,000 tested, 0.14% active. AID 1706; in the data active = inhibition above about 12%
DUSP3 inh – DUSP3 (human) phosphatase inhibition; P51452; recombinant VHR phosphatase, pNPP absorbance; inhibition, % at 13.3 µM; 290,000 tested, 0.52% active; in the data active = inhibition above about 50%; note: some compounds called inactive have numbers as strong as hits
Target sequence (P51452 whole entry, looked up): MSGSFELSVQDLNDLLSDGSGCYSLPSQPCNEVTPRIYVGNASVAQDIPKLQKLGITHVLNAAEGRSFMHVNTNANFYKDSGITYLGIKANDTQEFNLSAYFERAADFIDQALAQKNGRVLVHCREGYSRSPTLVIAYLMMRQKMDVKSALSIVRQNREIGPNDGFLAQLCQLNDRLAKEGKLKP
Rv3671c protease – inhibits the M. tuberculosis serine protease Rv3671c. P9WHR9. inhibition, % at 5.96 µM. 320,000 tested, 0.048% active. AID 2606; in the data active = inhibition above about 38%;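 note: extracellular domain of Rv3671c used as enzyme; 0% = enzyme with DMSO and 100% = no enzyme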
Target sequence (P9WHR9 whole entry, looked up, the tested form may be a part): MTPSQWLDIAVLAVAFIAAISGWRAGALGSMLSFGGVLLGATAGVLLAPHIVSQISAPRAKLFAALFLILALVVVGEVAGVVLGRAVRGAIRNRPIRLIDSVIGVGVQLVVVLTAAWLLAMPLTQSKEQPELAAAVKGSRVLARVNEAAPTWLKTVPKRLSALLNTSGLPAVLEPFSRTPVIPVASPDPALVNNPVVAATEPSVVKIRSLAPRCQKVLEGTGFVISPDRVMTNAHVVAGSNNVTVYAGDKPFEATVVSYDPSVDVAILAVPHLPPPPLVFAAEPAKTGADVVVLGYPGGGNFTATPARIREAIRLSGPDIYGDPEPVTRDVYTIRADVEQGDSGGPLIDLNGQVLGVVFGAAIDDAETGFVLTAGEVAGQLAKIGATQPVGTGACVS
SSB-PriA inh – blocks PriA binding to SSB C-terminal tail; 430,000 tested, 0.6% active; AID 1272365; inhibition, % at 33 µM; AlphaScreen SSBct-PriA binding, biotinylated peptide; in the data active = inhibition mostly above about 37%, no sharp cut-off; inactive = mostly below about 20%;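 note: plate controls were negative control peptide for no effect and reference peptide for full effect; strong numbers were not always called active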
TcdB inh – TcdB glycohydrolase inhibition | P18177 | TcdB glycohydrolase enzymatic assay, plate reader | inhibition, % at 9.99 µM | 350,000 tested, 0.24% active; in the data active = inhibition above about 10%
The depositor's hits bear a star; i = inactive; . = no result given.

Screens in order – DUSP3 inh	CCHFV vOTU inh	Rv3671c protease	PrPC surface inh	MazF activator	SSB-PriA inh	Y pestis TopoI	BH1578 lux ind	TcdB inh	SARS 3CLpro inh
- COc1ccc(N2C(=O)NC(=O)C2=O)cc1
→ 7	-10	3	10	9	0	3	-0.2	1.6	-3
- O=C(Nc1cccc([N+](=O)[O-])c1)c1ccc([N+](=O)[O-])o1
→ .	-1	.	-9	6	.	4	i	0.2	.
- Cc1nc(-c2ccc(C(=O)Nc3cc(S(N)(=O)=O)ccc3C)cc2)cs1
→ 30	-13	-11	-5	2	-11	3	-0.6	1.8	-7
- CC(=O)Nc1sc2c(c1C(c1ccccn1)N1CCN(C)CC1)CCCC2 (configuration not stated)
→ -11	-8	1	9	-1	-17	7	-0.4	1.3	-3
- COc1cc(Nc2nc3ccccc3nc2NS(=O)(=O)c2ccc([N+](=O)[O-])cc2)cc(OC)c1OC
→ 20	3	4	3	4	-2	5	-0.6	-0.6	5
- Cc1ccc(S(=O)(=O)N2CCC[C@H]2C(=O)Nc2ccccc2C)cc1
→ .	-14	-2	-1	0	1	4	i	0.7	.
- C#CCOCCOCCOCCNc1nc(N2CCN(C(=O)Cn3cc(CCCN=C(N)N)nn3)CC2)nc(N2CCN(C(=O)[C@H]([C@@H](C)CC)n3cc(CCC(=O)O)nn3)CC2)n1
→ 8	-2	-7	8	3	5	20	i	-0.1	1
- CCn1nnc(NC(=O)c2ccccc2Br)n1
→ -6	-10	1	-1	8	-24	3	i	.	-2
- N#CC1(c2ccccc2)CCC(NCCc2ccccc2)CC1 (configuration not stated)
→ -4	-5	-1	-9	7	0	3	-1.2	-0.6	4
- O=C(Cn1nc(CNc2ccc(Cl)cc2)[n+]2c1CCCCC2)c1ccc(Cl)cc1
→ 28	-7	-2	2	41	18	-13	i	.	-2
- CC(=O)OCCC(C)C
→ .	-7	-1	8	-12	8	-3	-0.3	-0.8	.
- CC(C)(C)c1ccc(S(=O)(=O)Nc2ccc3c(c2)COC3=O)cc1
→ 2	-3	-11	7	-13	-11	6	i	-1.6	3
- O=C(CCS(=O)(=O)c1cccs1)Nc1ccc(C(=O)NCc2ccc(F)cc2)cc1
→ -6	5	-1	6	3	-9	2	-2.5	.	4
- CC1CCN(C(=O)CSc2nnc(CNc3ccc(F)cc3)n2Cc2ccco2)CC1
→ 11	3	-3	-1	-4	2	17	-0.7	.	6
- CNC(=O)CS(=O)(=O)CC(=O)Nc1cc(OCCOC)c(Cl)cc1Cl
→ 26	2	-12	-2	0	-1	-9	-0.2	1.3	-1
- O=C(COC(=O)/C=C/c1ccc(C(F)(F)F)cc1)NCC1CCCO1 (configuration not stated)
→ .	-4	-4	-4	9	4	8	i	0.9	.
- Cc1ccccc1CN1CCN(C(=O)c2ccc(F)cc2)CC1
→ 21	-12	.	2	1	-18	3	-1.8	1.4	9
- Nn1cnnc1N/N=C/c1cc([N+](=O)[O-])c(Cl)cc1Cl
→ 28	21	-5	-12	-10	.	6	5.3	.	2
- C=CCn1c(SCCN2C(=O)c3ccccc3C2=O)nc2scc(-c3ccc(F)cc3)c2c1=O
→ .	4	.	1	-16	-5	6	1.3	1.1	.
- CC(=O)Nc1ccc(NC(C)=C(C#N)C#N)cc1
→ 18	4	-7	-2	4	-6	-1	i	0.2	-1
- O=C(NCc1ccncc1)C(=O)NCC(c1ccco1)N1CCN(c2ccccc2)CC1 (configuration not stated)
→ 20	9	0	2	-4	3	14	-2.1	-0.6	4
- O=C(c1cccc(S(=O)(=O)N2CCOCC2)c1)N1CCN(c2ncccn2)CC1
→ .	15	.	-7	5	.	-6	i	0.1	.
- CN1C(=O)C(CCC(N)=O)NC1=S (configuration not stated)
→ -30	-6	-4	-2	4	-4	-13	i	-0.7	1
- COCCn1c(C)cc(C(=O)CSc2nnc(-c3cccnc3)n2-c2ccccc2F)c1C
→ 33	0	-3	-6	-13	-13	0	-0.5	.	1
- COc1ccc(-c2sc(Nc3ccccc3)n[n+]2-c2ccc(F)cc2)c(OC)c1OC
→ 20	4	6	-1	17	-14	5	i	0.0	-8
- NC(=O)C1=C[C@@H](C2CCCCC2)C[C@@H](OCCCCO)O1
→ 10	0	2	-3	8	-4	6	-0.6	-1.6	6
- COc1ccc(C(=O)NC2CC(C)(C)Cc3c2cnn3-c2ccccc2C)c(OC)c1OC (configuration not stated)
→ -4	21	5	5	2	6	7	7.7	-4.9	3
- O=c1ccc(-c2ccc(S(=O)(=O)NCc3cccc(Br)c3)s2)n[nH]1
→ 11	-13	-29	-11	19	-12	10	-0.3	1.0	-2
- CCOC(=O)c1[nH]c2ccc(Br)cc2c1NC(=O)CNC
→ 19	7	-5	1	-2	0	7	i	.	5
- O=C(NC(c1ccc(-c2ccccc2)cc1)c1cnccn1)C1CCN(Cc2cccs2)CC1 (configuration not stated)
→ .	-2	.	-8	.	.	32	-0.8	0.9	.
- O=C(Cc1ccc(NC(=O)C2CCCN(C(=O)C3CC3)C2)cc1)Nc1cccc(C(=O)N2CCCC2)c1 (configuration not stated)
→ .	-9	.	6	3	-4	8	1.1	0.9	.
- Cc1nc2c(OCc3cc(Cl)cc(Cl)c3)cccn2c1N(C)C(=O)CCC1CCCC1
→ .	4	.	16	.	.	27	-3.0	0.3	.
- COc1ccc(CNc2nn3c(-c4cccc(C(=O)N(C)C)c4)cnc3s2)cc1
→ .	10	.	-5	.	.	1	-0.6	1.0	.
- C=C(C)c1ccc(C(C)(C)NC(=O)N(Cc2ccccc2)Cc2ccco2)cc1
→ 10	9	0	5	-1	-22	11	-2.4	.	-1
- CN(C)c1oc(-c2ccc(Cl)cc2)nc1S(=O)(=O)c1ccccc1
→ 2	-3	-2	3	5	-2	-7	-0.2	0.7	4
- COc1cc2c(ccc3c4cc(OC)c(OC)cc4c[n+](C)c23)cc1O
→ .	19	.	-38	-4	-8	-44	-5.6	9.4	.
- CC(C)OCCCn1c(-c2ccco2)nc2nc3ccccc3nc21
→ -1	-24	-3	0	-26	-2	5	-0.1	.	3
- CC(=O)c1c(N2CCN(c3cccc(Cl)c3)CC2)nc(=S)n(-c2ccccc2)c1C
→ -4	-9	12	6	-1	2	9	1.7	.	3
- COc1ccc(N2C(=O)CC(Nc3cccc(C(C)=O)c3)C2=O)cc1OC (configuration not stated)
→ 19	-2	5	2	3	-7	1	.	.	-2
- Cn1nc(C(=O)NCc2ccccc2)cc1C(=O)NCc1ccccc1
→ -5	3	0	18	-1	-1	2	2.0	0.0	-3
- CCCCN1CC(=O)N2[C@H]3c4cc(C)ccc4OC[C@@H]3[C@H](C(=O)OCC)[C@]2(C)C1=O
→ .	9	-2	-1	7	4	7	-6.7	-0.9	.
- COc1ccc(Cl)cc1NC(=O)C(C)N1CCN(C/C=C/c2ccccc2)CC1 (configuration not stated)
→ -5	8	7	0	-13	15	10	i	.	4
- O=C1c2cccc3c2C2(O)c4c1cccc4C(=O)c1cccc(c12)C3=O
→ .	1	.	2	8	.	-3	i	0.7	.
- Cc1ccc(S(=O)(=O)NCCC(=O)Nc2ccc(Cl)cc2C(=O)c2ccccc2)cc1
→ 13	12	2	2	-1	4	27	0.8	.	-1
- COc1cccc(OCc2cc(C(=O)N3CCC(C(O)C(C)C)CC3)no2)c1 (configuration not stated)
→ 4	12	-11	5	-15	-8	27	4.4	0.6	-1

Laid out differently: two of the compounds above
molecule	DUSP3 inh	CCHFV vOTU inh	Rv3671c protease	PrPC surface inh	MazF activator	SSB-PriA inh	Y pestis TopoI	BH1578 lux ind	TcdB inh	SARS 3CLpro inh
CC(=O)Nc1ccc(NC(C)=C(C#N)C#N)cc1	18	4	-7	-2	4	-6	-1	i	0.2	-1
O=C(NCc1ccncc1)C(=O)NCC(c1ccco1)N1CCN(c2ccccc2)CC1 (configuration not stated)	20	9	0	2	-4	3	14	-2.1	-0.6	4

(further entries)
Screens in order – DUSP3 inh	CCHFV vOTU inh	Rv3671c protease	PrPC surface inh	MazF activator	SSB-PriA inh	Y pestis TopoI	BH1578 lux ind	TcdB inh	SARS 3CLpro inh
- Cc1ccc2[nH]c(O)c(N=Nc3ccccc3C)c2c1
→ 21	4	7	-10	6	-13	0	-0.5	0.3	4
- Cc1ccc(NC(=O)CCc2nnc3ccc(N4CCC5(CC4)OCCO5)nn23)nc1
→ 23	-4	2	3	-11	-27	-4	-0.4	-0.7	6
- Cc1csc(NC(=O)c2oc3ccccc3c2C)n1
→ .	5	-10	5	1	12	2	0.7	-0.7	.
- Cc1cccc(C(C)C)c1-n1nnnc1-c1ccccc1
→ 29	-2	5	-3	-3	-22	3	i	4.5	3
- Cc1noc2ncnc(Oc3ccccc3)c12
→ -8	2	9	3	9	-3	-3	i	.	0
- CCCN(CCC)C(=O)C1CCN(c2ccc(S(=O)(=O)N3CCOCC3)cc2[N+](=O)[O-])CC1
→ -9	-4	8	-22	6	5	21	-0.5	1.1	-4
- C=CCn1c(-c2cc(OC)c(OC)c(OC)c2)n[nH]c1=S
→ 10	.	0	.	9	-11	-7	i	0.3	0
- N#CCCN1CCN(S(=O)(=O)c2ccc(S(=O)(=O)NC3CCCCC3)cc2)CC1
→ 12	-6	0	9	-1	-3	5	-0.2	1.1	-3
- O=C(CCSCc1ccccc1)Nc1ccc2c(c1)OCCO2
→ 43	20	15	15	5	-2	11	-0.7	-0.1	-4
- Cc1ccc(NNC(=O)C(O)(c2cccc(C(F)(F)F)c2)c2cccc(C(F)(F)F)c2)cc1
→ 0	23	-8	24	5	-1	-11	3.4	-2.5	2
- Cn1c(=O)c2c(ncn2CC(=O)OCC(=O)Nc2ccc(Cl)cc2Cl)n(C)c1=O
→ 6	1	7	-8	4	-9	-9	0.1	1.5	1
- COc1ccccc1NC(=O)CCc1nnc2ccc(N3CCCCC3)nn12
→ 1	20	-2	6	2	14	12	i	-0.5	-2
- Cc1ccc(-n2[nH]c(C)c(/C=N/c3cccc(C)n3)c2=O)cc1
→ -6	7	1	4	17	.	-9	-0.4	0.9	2
- CCCN(CC(=O)Nc1ccccc1C)C(=O)CCCOc1ccc(Br)cc1
→ .	-3	-3	1	-1	-7	15	i	-2.1	.
- O=C(Nc1nnc(-c2cccs2)o1)c1ccc(S(=O)(=O)N2CCOCC2)cc1
→ 32	4	-1	4	14	-2	-5	0.0	1.5	6

Part of the list above, with tabs:
SMILES	DUSP3 inh	CCHFV vOTU inh	Rv3671c protease	PrPC surface inh	MazF activator	SSB-PriA inh	Y pestis TopoI	BH1578 lux ind	TcdB inh	SARS 3CLpro inh
Cc1nc(-c2ccc(C(=O)Nc3cc(S(N)(=O)=O)ccc3C)cc2)cs1	30	-13	-11	-5	2	-11	3	-0.6	1.8	-7
CC(=O)Nc1sc2c(c1C(c1ccccn1)N1CCN(C)CC1)CCCC2 (configuration not stated)	-11	-8	1	9	-1	-17	7	-0.4	1.3	-3

More entries follow:
Screens in order – DUSP3 inh	CCHFV vOTU inh	Rv3671c protease	PrPC surface inh	MazF activator	SSB-PriA inh	Y pestis TopoI	BH1578 lux ind	TcdB inh	SARS 3CLpro inh
- Nc1ncnc2c1ncn2[C@@H]1O[C@H](CO)[C@@H](O)[C@H]1O
→ 5	1	-13	1	10	-8	7	-0.2	1.9	-6
- CC(=O)C1C(c2ccc(Cl)cc2)c2c(n[nH]c2C)CC1(C)O (configuration not stated)
→ 22	-10	-8	3	-2	-6	-7	-0.4	1.5	-5
- O=C(CCCC(=O)NC1CCCCC1)Nc1ccc([N+](=O)[O-])cc1
→ 5	-12	1	-14	-6	-4	3	i	1.3	0
- O=C(Nc1nc(-c2ccccc2)cs1)C1CCCCN1S(=O)(=O)c1ccccc1 (configuration not stated)
→ 11	-12	-56	19	12	4	0	-1.5	1.5	4
- COCCNC(=O)Cn1cnc2c(cnn2-c2ccc(OC)cc2)c1=O
→ 4	7	-5	6	4	6	2	i	1.8	1
- CCN(CC)CCCn1c2c(c(SCC(=O)Nc3cccc(C)c3C)nc1=O)CCC2
→ .	-6	-8	-7	-2	-8	7	-0.3	0.4	.

Not all compounds are listed; the hit share may differ from the screen's.
